Y pestis TopoI = blocks Yersinia pestis topoisomerase I activity; Y. pestis Topo-I cleavage product accumulation, plate reader; activity, % at 10 µM; 360,000 compounds, 0.064% hits; AID 504884; in the data active means activity above about 50%, passing the limit was not always enough; further: inactives centre near 2
GDH-TPI inh = GDH-TPI coupled enzyme inhibition counter-screen; GDH-TPI coupled enzyme counterscreen, NADH absorbance; inhibition, % at 4.8 µM; 360,000 compounds, 1.2% hits; in the data active means inhibition above about 30%;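 further: 0% = DMSO wells and 100% = wells lacking the enzyme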
UGM FP inh = Mtb UDP-galactopyranose mutase inhibition; purified UGM, fluorescence polarization probe displacement; inhibition, % at 10 µM; 320,000 compounds, 0.06% hits; AID 504406; in the data active means inhibition above about 10%, passing the limit was not always enough
Target sequence (P9WIQ1 whole entry, looked up): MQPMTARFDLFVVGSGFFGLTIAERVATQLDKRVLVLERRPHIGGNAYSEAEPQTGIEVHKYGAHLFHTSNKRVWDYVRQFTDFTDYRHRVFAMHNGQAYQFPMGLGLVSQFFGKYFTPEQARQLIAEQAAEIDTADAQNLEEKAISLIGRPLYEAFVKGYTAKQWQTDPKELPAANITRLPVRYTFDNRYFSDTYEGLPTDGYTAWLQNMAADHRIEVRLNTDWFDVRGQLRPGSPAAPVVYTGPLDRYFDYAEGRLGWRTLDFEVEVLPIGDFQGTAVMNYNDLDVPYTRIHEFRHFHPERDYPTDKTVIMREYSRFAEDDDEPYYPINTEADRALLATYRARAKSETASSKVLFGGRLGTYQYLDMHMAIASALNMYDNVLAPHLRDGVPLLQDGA
BH1578 lux ind = inducers of Vibrio cholerae quorum light production without autoinducers. V. cholerae BH1578 lux reporter, luminescence, 6 h. activation, % at 18.7 µM. 350,000 compounds, 0.16% hits; in the data active means activation mostly above about 9.7%, no sharp cut-off; further: not every result past the cut was called active; inactives centre near 0; reference of the scale not given here
FadD28 FP inh = M. tuberculosis FadD28 bisubstrate binding inhibition | FadD28 bisubstrate probe binding, fluorescence polarization | inhibition, % at 12.5 µM | AID 588549 | 360,000 compounds, 0.22% hits; in the data active means inhibition above about 8.5%, passing the limit was not always enough
Mtb BioA inh = blocks M. tuberculosis BioA enzyme activity; purified M. tuberculosis BioA enzyme, plate reader; inhibition, % at 9.99 µM; 360,000 compounds, 0.096% hits; in the data active means inhibition above about 40%
Mtb FBA inh = inhibits M. tuberculosis FBA enzyme; purified M. tuberculosis FBA, fluorescence read-out; inhibition, % at 1 µM; 360,000 compounds, 2.3% hits; AID 588726; in the data active means inhibition above about 27%;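 further: 0% = vehicle and 100% = reference inhibitor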
Target sequence (P9WQA3 whole entry, looked up): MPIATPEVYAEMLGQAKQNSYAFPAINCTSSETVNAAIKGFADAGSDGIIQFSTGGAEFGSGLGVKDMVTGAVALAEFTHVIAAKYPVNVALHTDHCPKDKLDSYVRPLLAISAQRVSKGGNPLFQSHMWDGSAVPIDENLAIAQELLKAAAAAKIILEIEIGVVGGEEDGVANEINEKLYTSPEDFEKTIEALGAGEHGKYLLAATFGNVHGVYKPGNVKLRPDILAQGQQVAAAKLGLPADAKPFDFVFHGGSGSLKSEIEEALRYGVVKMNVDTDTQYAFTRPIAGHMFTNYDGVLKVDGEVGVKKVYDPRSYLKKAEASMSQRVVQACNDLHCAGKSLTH
TcdB GH inh = blocks C. difficile toxin B glycohydrolase activity; AID 652162; 350,000 compounds, 0.24% hits; inhibition, % at 9.99 µM; TcdB glycohydrolase enzymatic assay, plate reader; P18177; in the data active means inhibition above about 10%
PfHsp40 rescue = restores yeast growth despite PfHsp40 toxicity. AID 504582. growth rescue, % at 12.5 µM. S. cerevisiae expressing PfHsp40, growth rescue, ATP luminescence. 340,000 compounds, 0.68% hits; in the data active means growth rescue above about 28%, passing the limit was not always enough;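 further: yeast W303a lacking pdr1 and pdr3 grown in galactose medium; growth measured after three days at 30 °C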
The depositor's hits bear a star; i = inactive; · = not tested or not shown; + = active, no number; & = joins results of further samples. An unsorted share of the library. About 4.6% of those tested had a hit in this group.

molecule,Y pestis TopoI,GDH-TPI inh,UGM FP inh,BH1578 lux ind,FadD28 FP inh,Mtb BioA inh,Mtb FBA inh,TcdB GH inh,PfHsp40 rescue
CCC1CCC(C(=O)NC(CCSC)C(=O)NCCc2ccc(S(N)(=O)=O)cc2)CC1 (stereo unspecified),1,6,3.6,-0.9,-1.1,-0.3,0,0.3,·
O=C(Nc1ccccc1Cl)N1CCN(c2ccccn2)CC1,4,-8,1.6,i,-3.9,14,6,0.0,2.4
CCN(CC)S(=O)(=O)c1ccc(N2CCCC2)c(NC(=O)Cc2c(F)cccc2Cl)c1,4,11,-1.1,-0.1,-0.6,-0.3,2,1.8,-1.1
Fc1ccc(-c2cnn3c(-c4cccs4)ccnc23)cc1,-6,5,·,-0.2,-1.0,·,1,1.7,0.2
Cc1ccnc(NS(=O)(=O)c2ccc(Cl)nc2)c1,-1,14,1.2,-0.3,-0.9,·,-2,-0.1,-1.2
S=C(c1ccc(-c2cc(Cl)ccc2Cl)o1)N1CCCCC1,11,6,-3.6,0.7,-1.8,·,4,·,0.2
CCN1CCN(C(=O)c2ccc(-c3nc4ccccc4s3)s2)CC1,-10,15,0.6,0.3,-2.7,·,18,1.2,-0.9
O=C(Nc1ccc(Cl)cc1C(=O)Nc1ccncc1)c1ccco1,7,14,2.3,-0.2,-3.1,6.4,1,·,-1.1
CCOC(=O)C1=C(CC)OC(N)=C(C#N)C1c1cccs1 (stereo unspecified),5,20,2.5,-2.0,-3.8,2.0,9,0.8,-0.2
CC1(CC(=O)N/N=C/c2ccc(OCc3ccc(Cl)cc3Cl)cc2)OCCCO1,26,7,2.7,-6.7,-3.0,-0.5,-1,·,-1.3
CCOc1ccc(C(=S)N2CCCC2)cc1,-3,10,5.1,i,-3.8,·,-9,·,-0.1
O=C(Nc1ccc(N2CCCCC2)cc1)c1ccccc1,-4,1,1.7,9.2,-3.5,1.0,-9,·,-2.1
COc1ccc(CN2CCN(C(=O)c3cccc(OC)c3OC)CC2)cc1OC,-11,-5,3.2,-0.2,-3.4,-0.6,7,1.1,-0.5
CCOC(=O)c1ccc2c(c1)nc(C1CCN(S(=O)(=O)c3cccs3)CC1)n2CC,36,-5,-0.1,i,-3.5,2.8,3,·,1.0
Cc1cc(F)ccc1S(=O)(=O)N1CCCOC1CNC(=O)C(=O)NCc1ccncc1 (stereo unspecified),-2,-1,-1.8,i,1.0,1.9,0,-6.9,-0.8
COc1ccc(C)cc1S(=O)(=O)NCCN1CCOCC1,-3,5,-0.8,-1.2,0.6,-3.0,6,0.6,0.1
COc1ccc(/C(C)=N/NC(=O)CNC(=O)c2ccncc2)c(OC)c1,0,0,-0.7,-0.2,-1.2,-0.3,1,-0.2,0.2
S=C(Nc1ccccc1)N1CCCCCCC1,-12,3,0.7,-0.8,-1.5,·,-3,1.1,-0.5
S=C(NCCc1ccc(Cl)cc1)NCc1ccco1,6,-7,0.6,-0.2,-2.5,·,-4,1.4,0.8
C=CCC1CCCCC12NC(=O)NC2=O (stereo unspecified),8,-4,1.9,-0.3,-4.7,-0.5,0,·,-0.3
Cc1ccc(C(=O)c2cc([N+](=O)[O-])ccc2N2CCOCC2)c(C)c1,11,15,·,0.5,-5.7,·,1,·,0.4
CCN(CC)C(=O)Cn1c(=O)n(CC(=O)N2CCCCC2)c(=O)c2sccc21,-1,7,1.2,i,-0.8,·,-1,0.5,0.2
CCOC(=O)C1(C)CCN1C(=O)c1cccc(C#N)c1 (stereo unspecified),-2,2,·,-5.0,-2.3,0.2,-1,0.7,·
CSCCC(NC(=O)c1ccccc1Br)C(=O)NNC(=O)c1csc(N2CCOCC2)n1 (stereo unspecified),-1,2,-1.9,1.2,-2.3,-1.1,4,-0.9,-0.3
COc1ccc(-c2ncncc2-c2ccccc2)c(O)c1,1,3,-0.7,i,-1.7,-0.6,2,-1.7,11
Cc1csc(=O)n1CC(=O)OCC(=O)c1c(N)n(CC(C)C)c(=O)n(C)c1=O,3,6,-1.5,0.0,-3.2,·,-3,1.7,0.9
Cc1ccc(S(=O)(=O)NC(C(=O)Oc2ccc3ccc(=O)oc3c2)c2ccccc2)cc1 (stereo unspecified),15,25,0.1,-0.2,0.5,9.2,+,·,0.3
OCCC1CN(Cc2ccc3nsnc3c2)CCN1C1CCCC1 (stereo unspecified),0,3,0.1,-0.3,1.0,·,-4,-2.8,-0.6
O=C1c2ccccc2C(=O)N1CCCCN(C(=O)c1ccco1)c1ccc(Cl)cc1,33,-2,-2.0,-0.4,-1.6,3.3,0,·,0.0
CC(C)CC(=O)Nc1c2c(nn1-c1ccc(F)cc1)CS(=O)(=O)C2,-13,-2,-1.0,-6.2,-1.7,1.5,2,-2.4,0.0
COc1ccc(CC(N)c2csc(Nc3nncc4ccccc34)n2)cc1 (stereo unspecified),0,-5,·,-7.7,-6.1,2.8,3,1.2,·
O=C1NC(=O)/C(=C/c2ccco2)N1,1,40*,3.9,0.3,-2.0,-3.0,-2,0.4,0.3
CC(C)(C)NC(=O)C(c1ccccc1)N(C(=O)c1csnn1)C1CC1 (stereo unspecified),13,-5,0.3,-0.6,0.4,0.1,2,·,-1.4
Cc1ccnc(NC(c2ccsc2)c2ccc3ccc(C)nc3c2O)c1 (stereo unspecified),17,-2,0.0,-0.3,-2.4,-0.8,4,0.2,250*
O=C(CCc1ccccc1)NC1CCCc2ccccc21 (stereo unspecified),7,4,-1.3,-0.3,-1.4,-0.5,0,-4.7,1.2
C[C@@H]1CCCCO[C@H](CN(C)C(=O)CCC(F)(F)F)[C@@H](C)CN([C@H](C)CO)C(=O)c2cc(NC(=O)c3ccncc3)ccc2O1,27,13,·,-2.4,-1.3,-0.1&-0.1,1,-0.2,·
Cc1sc2c(=O)n3c(nc2c1C(=O)NCCCN1CCOCC1)CCCCC3,5,-6,1.6,-1.4,-2.1,0.1,2,·,-0.7
O=C(C1=C(O)C(=O)N(CCN2CCOCC2)C1c1ccc(F)cc1)c1cc2ccccc2o1 (stereo unspecified),4,-3,-1.2,0.7,-3.9,0.4,4,-0.5,0.1
Cc1cc(C)c2c(c1)/C(=N/NC(=S)Nc1ccc(F)cc1)CCC2,7,-2,-0.2,i,-0.9,-0.6,-2,·,1.4
CC1(C)SC2C(NC(=O)COc3ccccc3)C(=O)N2C1C(=O)O (stereo unspecified),17&2,1&-6,4.7&0.3,-0.3,-1.4&-0.4,-1.3,-1&2,-0.1&2.1,-0.7&-0.5
COc1ccc(-c2cc(C(F)(F)F)nc(SCCC(=O)NCc3ccccc3)n2)cc1,2,17,1.5,3.4,1.8,·,-1,·,4.2
CCOc1ccc(S(=O)(=O)N2CCC(c3ccccc3)CC2)cc1C(=O)O,-7,-4,-2.3,0.6,0.6,-2.6,5,-0.8,-0.1
O=C(N/N=C/c1ccc(C(F)(F)F)cc1)c1ccc(O)cc1,-2,11,-0.5,i,-2.8,0.4,-3,-0.5,-0.4
CCCCC(=O)Nc1ccc(C(=O)Nc2ccc(S(=O)(=O)Nc3nccc(C)n3)cc2)cc1,1,8,-1.0,-0.2,-2.2,·,0,·,-0.2
Cc1nn(Cc2noc(C(=O)NCC3CCCO3)n2)c(C)c1Br (stereo unspecified),-3,3,2.7,-0.4,-0.1,-4.2,1,-0.7,1.2
CCN(C(=O)CN1C(=O)CN(C)C1=O)c1cccc2ccccc12,-1,10,-0.4,-1.0,-3.3,-1.8,4,1.4,-0.5
O=[N+]([O-])c1c(NCCCO)cc(N2CCCCCC2)c2nonc12,-5,15,0.3,-0.9,0.0,1.7,-8,-1.3,-0.5
COc1ccc(Cl)cc1NC(=S)Nc1ccccc1F,0,-9,-2.0,1.8,-1.4,15,2,1.9,1.1
CCCSc1nc2c(c(=O)[nH]c(=O)n2C)n1CC(O)COc1ccccc1 (stereo unspecified),15,6,-0.7,-0.4,-1.8,·,-1,2.4,0.7
CS(=O)(=O)n1nc(-c2ccco2)nc1N,-6,-1,-0.5,-0.3,-0.7,-4.5,3,0.7,-0.9

Next entries follow.
molecule,Y pestis TopoI,GDH-TPI inh,UGM FP inh,BH1578 lux ind,FadD28 FP inh,Mtb BioA inh,Mtb FBA inh,TcdB GH inh,PfHsp40 rescue
N=c1c2c(-c3ccccc3)c(-c3ccccc3)n(Cc3ccccc3)c2ncn1CCO,14,11,4.4,0.1,-4.4,13,0,·,1.0
CCOC(=O)N1CCC(N2Cc3cccc(C(=O)N4CCN(C5CCCCC5)CC4)c3C2=O)CC1,15,-3,-1.5,-0.4,-1.0,-0.1,1,1.7,0.2
O=C(c1cccc(C(F)(F)F)c1)C1CCCN(C(=O)CN2CCOC2=O)C1 (stereo unspecified),-9,-5,-2.4,7.7,-2.2,21,-2,-1.3,0.4
c1ccc(COC2CCCN(Cc3nc(-c4cnccn4)no3)C2)nc1 (stereo unspecified),-7,0,-1.5,-0.2,-1.1,·,0,0.1,1.0
CCOC(=O)CN1NC2(CCCCC2)NC1=S,2,-2,1.3,0.3,-3.9,-1.7,-2,·,-1.3
OCCC1CN(Cc2cnc(N3CCOCC3)s2)CCN1C1CCCC1 (stereo unspecified),2,-3,-0.4,0.3,0.8,·,0,1.7,-0.4
CC(=O)NC1C(c2nc3ccccc3s2)=C(c2ccccc2)C(=O)N1c1ccc(C)cc1 (stereo unspecified),7,22,-2.8,-0.4,-0.7,-1.9,0,·,-0.7
CCc1cc2c3c(c1)C(C)CC(C)(C)N3C(=O)C2=O (stereo unspecified),2,3,-2.0,-0.2,-0.4,-0.9,-2,·,2.3
CC(=O)c1ccc(S(=O)(=O)N2CCC(c3nnc(SCCN4CCCC4)n3C)CC2)cc1,5,-1,-0.6,-2.3,0.8,-1.4,1,0.0,0.7
O=C(O)C1CCCCC1C(=O)Nc1ccccc1F (stereo unspecified),1,5,-0.9,-1.2,1.0,·,0,·,0.2
O=C(Nc1ccccc1C(=O)NCCCN1CCOCC1)c1cccc([N+](=O)[O-])c1,-14,0,0.3,-0.6,-0.9,-2.1,2,-0.7,-0.3
Cc1cc(Nc2ccccc2)nc(N2CCOCC2)n1,2,-1,2.2,i,0.0,-0.2,6,·,-0.2
COc1cccc(CN(C)C(=O)c2ccc(NC(=O)CC3SC(N4CCCC4)=NC3=O)cc2)c1OC (stereo unspecified),21,1,2.1,1.6,-0.3,·,-1,1.4,-0.2
O=S(=O)(c1ccccc1)n1ccc2cccnc21,14,-6,0.3,0.5,-3.2,0.5,0,·,-0.6
COc1ccc(-c2nc(-c3ccncc3)no2)cc1OC,6,-1,0.7,·,1.0,-1.3,1,·,1.7
C#Cc1cccc(-n2nnc(C(=O)OC)c2-c2ccccc2)c1,2,-2,4.8,i,-7.2,0.7,5,-3.7,0.1
C[C@H](CO)N1C[C@H](C)[C@@H](CN(C)C)Oc2c(NC(=O)CCC(F)(F)F)cccc2C1=O,-6,9,-0.6,1.3,-0.2,2.1,2,-0.7,0.1
COc1cc2c(cc1O)C(CSC)Cc1cc3c(cc1N(C)CC2)OCO3 (stereo unspecified),2,16,·,-0.1,-0.3,0.7,2,-23,·

Profiles, looked up by structure.
COc1cccc(CN(C)C(=O)c2ccc(NC(=O)CC3SC(N4CCCC4)=NC3=O)cc2)c1OC (stereo unspecified) is listed as Y pestis TopoI: 21; GDH-TPI inh: 1; UGM FP inh: 2.1; BH1578 lux ind: 1.6; FadD28 FP inh: -0.3; Mtb BioA inh: ·; Mtb FBA inh: -1; TcdB GH inh: 1.4; PfHsp40 rescue: -0.2
c1ccc(COC2CCCN(Cc3nc(-c4cnccn4)no3)C2)nc1 (stereo unspecified) is listed as Y pestis TopoI: -7; GDH-TPI inh: 0; UGM FP inh: -1.5; BH1578 lux ind: -0.2; FadD28 FP inh: -1.1; Mtb BioA inh: ·; Mtb FBA inh: 0; TcdB GH inh: 0.1; PfHsp40 rescue: 1.0

Bioassay records as filed in PubChem.
